FLuc stim CS: affects firefly luciferase, flagging false hits in luciferase stimulation screens; 200,000 tested, under 10 active; ATPlite luciferase biochemical, luminescence, 10 min; 0 = ATP-free wells, 1 = DMSO control; activation factor at 10 µM;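 active = luciferase activation factor, scaled between plate controls, of at least 2 with compound at 10 µM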
Target sequence (P08659 whole entry, looked up): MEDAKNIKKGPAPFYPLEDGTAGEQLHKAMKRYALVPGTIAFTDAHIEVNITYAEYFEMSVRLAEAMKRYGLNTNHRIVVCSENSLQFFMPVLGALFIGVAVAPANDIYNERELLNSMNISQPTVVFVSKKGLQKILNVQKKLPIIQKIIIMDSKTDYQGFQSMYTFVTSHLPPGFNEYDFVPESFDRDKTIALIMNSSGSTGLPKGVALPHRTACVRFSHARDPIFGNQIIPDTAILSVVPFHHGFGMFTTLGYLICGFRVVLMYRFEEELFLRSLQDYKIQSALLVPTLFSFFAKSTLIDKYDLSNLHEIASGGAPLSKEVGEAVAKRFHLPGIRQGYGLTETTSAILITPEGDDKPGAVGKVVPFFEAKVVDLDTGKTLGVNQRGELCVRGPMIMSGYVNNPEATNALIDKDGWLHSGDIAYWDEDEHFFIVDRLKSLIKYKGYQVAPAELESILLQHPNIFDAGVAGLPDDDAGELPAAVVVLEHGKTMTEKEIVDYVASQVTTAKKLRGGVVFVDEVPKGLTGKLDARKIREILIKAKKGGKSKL
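test system = cell-free luciferase reagent | medium = PBS as buffer for the ATP substrate | dosing = test compounds dosed from 2 mM stocks in 100% DMSO | incubation = 10 min at ambient temperature | detection = luminescence measurement of luciferase light output | benchmarks = low control with PBS replacing ATP, high control enzyme plus ATP without compound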
TNAP act hiacc: activators of human TNAP at high phosphate acceptor concentration. purified TNAP, CDP-star luminescence, 1 M DEA, 30 min; stronger effect = higher value; 0 = EDTA background, 1 = DMSO-only activity. activation factor at 20 µM. 200,000 tested, under 10 active. P05186;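 active = activation factor at least 2 at 20 µM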
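system = human TNAP | amount = enzyme diluted 1/800 final | reagent = 100 µM CDP-star substrate | signal = luminescent substrate turnover signal | dosing = one dose, 20 µM | benchmarks = EDTA negative control, DMSO positive control | measure = activation factor | timing = 30 min reaction, room temperature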
TNAP inh hiacc: TNAP (human) inhibition, high acceptor; P05186; purified TNAP, CDP-star luminescence, 1 M DEA; inhibition, % at 20 µM; 0.03% of 200,000 active; AID 1135;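 active = over 50% inhibition of tissue-nonspecific alkaline phosphatase at 20 µM in the single-dose screen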;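 note: plate controls were DMSO wells for no effect and EDTA-quenched wells as full inhibition for full effect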
Diaph act CS: activates diaphorase or chemically reduces, flagging diaphorase assay artifacts | activation factor at 20 µM | 0.005% of 190,000 active | Diaphorase/resazurin coupled assay, resorufin fluorescence, 16 min; stronger effect = higher value; 1 = vehicle wells, 0 = NADH-free wells;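 active = diaphorase activity raised at least twofold by the compound at 20 µM; inactive = activation factor below 2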
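Test system: Clostridium kluyveri diaphorase, purified enzyme. Buffer or medium: 50 mM HEPES pH 7.4 buffer plus MgCl2 and Tween 20. Also added: 0.114 mM NADH and 0.1 mM resazurin, final amounts. Dosing: compound 20 µM once, DMSO 1%. Schedule: 16 min enzyme reaction, ambient temperature. Detection: fluorescence of resorufin, 544 nm excitation, 590 nm emission.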
G6PDH CS: inhibits Leuconostoc G6PDH, flagging false hits in G6PDH-based assays. Purified L. mesenteroides G6PDH, diaphorase/resazurin coupled fluorescence, 45 min. inhibition, % at 5 µM. 0.12% of 200,000 active; in the data active = inhibition above about 50%
Diaphorase inh: inhibits diaphorase or chemically oxidizes, flagging diaphorase assay artifacts; diaphorase resazurin-to-resorufin fluorescence, NADH, 16 min; bacterial (C. kluyveri) enzyme, not human; inhibition, % at 20 µM; 0.69% of 190,000 active; AID 1217;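 active = primary screen inhibition at 20 µM above a set limit, cut at about 50% in these data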;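 note: plate controls were DMSO with full reaction for no effect and wells lacking NADH for full effect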
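System: Bacterial diaphorase enzyme (C. kluyveri) | Incubation: 16-min room-temperature incubation before reading | Benchmarks: No-NADH positive control and DMSO neutral control | Measured by: Resorufin fluorescence 544/590 nm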
TNAP inh noacc: blocks human TNAP activity with no phosphate acceptor present; P05186; purified TNAP, CDP-star luminescence, 30 min; 0.26% of 200,000 active; inhibition, % at 20 µM;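 active = tissue-nonspecific alkaline phosphatase inhibition above about 50% at 20 µM in the single-dose screen, limit read from the data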;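 note: 0% = DMSO negative control and 100% = EDTA positive control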
PMI activator: increases human mannose-6-phosphate isomerase activity. 0.005% of 190,000 active. P34949. AID 1214. activation factor at 20 µM. purified human PMI, coupled resazurin fluorescence, 20 min; stronger effect = higher value; 1 = vehicle control, 0 substrate-free wells;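 active = activation factor of 2 or more at 20 µM, relative to plate controls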
Target sequence (P34949 whole entry, looked up): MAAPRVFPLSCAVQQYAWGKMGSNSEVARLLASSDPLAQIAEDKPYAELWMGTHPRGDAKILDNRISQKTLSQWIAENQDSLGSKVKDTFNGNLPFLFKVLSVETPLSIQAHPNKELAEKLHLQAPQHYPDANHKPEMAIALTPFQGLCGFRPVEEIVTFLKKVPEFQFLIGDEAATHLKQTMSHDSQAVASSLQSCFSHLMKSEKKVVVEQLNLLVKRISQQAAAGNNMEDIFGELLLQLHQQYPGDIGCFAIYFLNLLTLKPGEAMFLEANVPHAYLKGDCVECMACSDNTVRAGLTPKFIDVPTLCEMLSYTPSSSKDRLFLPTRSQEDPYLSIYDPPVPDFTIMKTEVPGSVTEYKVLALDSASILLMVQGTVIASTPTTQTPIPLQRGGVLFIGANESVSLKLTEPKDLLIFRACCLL
PMI act satM6P: increases human PMI activity with near-saturating mannose 6-phosphate | P34949 | coupled PMI enzyme assay, resazurin fluorescence, 20 min; stronger effect = higher value; 1 = untreated enzyme, 0 = substrate-free blank | activation factor at 20 µM | 0.34% of 190,000 active;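 active = activation factor of 2 or more at 20 µM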
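Material: human phosphomannose isomerase with PGI, G6PDH, diaphorase coupling enzymes. Quantity: 15 ng/mL PMI. Medium: HEPES pH 7.4 buffer with MgCl2 and Tween-20. Reagent: Near-saturating mannose-6-phosphate, 1.0 mM. Compound: 20 µM single dose. Times: enzyme reaction with compound 20 min at room temperature. Detection: resorufin fluorescence at Ex 544/Em 590 nm.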
HMGR II inh: E. faecalis class II HMG-CoA reductase inhibition. purified E. faecalis HMGR, NADPH absorbance 340 nm kinetic. inhibition, % at 10 µM. 0.41% of 190,000 active;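 active = inhibition above a set limit, the median over all tested compounds plus 3 SD, cut at about 9.5% in these data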;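 note: enzyme runs in reverse so mevalonate oxidation gives rising NADPH absorbance; 0% = complete reaction with DMSO and 100% = background rate lacking mevalonate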
* hit, by the source's call.

The first 10 entries, ahead of the listing:
SMILES	FLuc stim CS	TNAP act hiacc	TNAP inh hiacc	Diaph act CS	G6PDH CS	Diaphorase inh	TNAP inh noacc	PMI activator	PMI act satM6P	HMGR II inh
Cc1[nH]n2c(=O)c3c(nc2c1-c1ccccc1)CCCC3	1	1.1	-6	0.8	2	16	-11	1	1	3
Nc1nc(CN2CCN(c3ccccc3F)CC2)nc(N2CCCc3ccccc32)n1	1	1.1	-7	1	13	-2	-8	1	1	-1
Cc1cccc(N2C(=O)c3cccnc3C2=O)c1	0.3	1	-3	0.9	5	6	-9	0.9	0.9	-1
COC(=O)c1ccc(N=Cc2c(C(F)(F)F)[nH]n(C)c2=O)cc1	1	1	-3	0.9	-4	7	6	1.3	1.1	-2
COc1ccc(C(=O)NN(c2ccccc2)c2ccccc2)cc1	1.1	1	-4	1	-3	4	-12	1	1	6
Cn1c(=O)cc(SCC(=O)NCC2CCCO2)c2ccccc21 (stereo unspecified)	1	1	-2	0.9	2	10	-6	0.9	0.9	-3
COc1ccccc1OCC(=O)NNC(=O)c1ccoc1C	1	1	2	1.1	0	-11	-2	1.1	1	1
Cc1cc(N2CCC(C(=O)NCC3CC3)CC2)nc(-c2ccccc2)n1	1.1	1	-4	0.9	7	6	-4	1	1.1	0
Cc1ccc(NC(=O)/C=C\C(=O)NCC(=O)O)cc1C	1	1	-1	0.9	4	12	-2	1	0.9	-4
CCn1c(=O)c(=O)[nH]c2cc(C(=O)N3CCN(c4ccccc4F)CC3)ccc21	1.1	1.1	-6	0.8	-14	18	-22	0.9	0.9	-1

Results (from the top)
SMILES	FLuc stim CS	TNAP act hiacc	TNAP inh hiacc	Diaph act CS	G6PDH CS	Diaphorase inh	TNAP inh noacc	PMI activator	PMI act satM6P	HMGR II inh
Cc1[nH]n2c(=O)c3c(nc2c1-c1ccccc1)CCCC3	1	1.1	-6	0.8	2	16	-11	1	1	3
Nc1nc(CN2CCN(c3ccccc3F)CC2)nc(N2CCCc3ccccc32)n1	1	1.1	-7	1	13	-2	-8	1	1	-1
Cc1cccc(N2C(=O)c3cccnc3C2=O)c1	0.3	1	-3	0.9	5	6	-9	0.9	0.9	-1
COC(=O)c1ccc(N=Cc2c(C(F)(F)F)[nH]n(C)c2=O)cc1	1	1	-3	0.9	-4	7	6	1.3	1.1	-2
COc1ccc(C(=O)NN(c2ccccc2)c2ccccc2)cc1	1.1	1	-4	1	-3	4	-12	1	1	6
Cn1c(=O)cc(SCC(=O)NCC2CCCO2)c2ccccc21 (stereo unspecified)	1	1	-2	0.9	2	10	-6	0.9	0.9	-3
COc1ccccc1OCC(=O)NNC(=O)c1ccoc1C	1	1	2	1.1	0	-11	-2	1.1	1	1
Cc1cc(N2CCC(C(=O)NCC3CC3)CC2)nc(-c2ccccc2)n1	1.1	1	-4	0.9	7	6	-4	1	1.1	0
Cc1ccc(NC(=O)/C=C\C(=O)NCC(=O)O)cc1C	1	1	-1	0.9	4	12	-2	1	0.9	-4
CCn1c(=O)c(=O)[nH]c2cc(C(=O)N3CCN(c4ccccc4F)CC3)ccc21	1.1	1.1	-6	0.8	-14	18	-22	0.9	0.9	-1
COCc1cc(=O)n2[nH]c(SC)nc2n1	1	1.1	-5	0.8	-1	15	-11	1	1	1
CCN(CC)C(=O)C1CC(=O)N(c2ccc(F)c(Cl)c2)C1 (stereo unspecified)	1	1.1	-6	0.9	5	9	-12	1	1	3
c1ccc(C2=NN(c3ccccc3)C(c3ccco3)C2)cc1 (stereo unspecified)	0.9	1.1	-8	0.7	22	31	-17	1.3	1.3	-4
COc1ccc(C2=NOC(C(=O)NC(C)C)C2)cc1 (stereo unspecified)	1.1	1.1	-8	0.9	1	14	-4	1.1	1.1	-1
O=C(/C=C/Nc1ccc(Oc2ccccc2)cc1)c1ccco1	0.3	1.1	-6	0.7	15	28	-6	0.8	0.9	1
c1ccc2c(c1)ncn2CCOCCOCCn1cnc2ccccc21	1	1	-3	1	1	3	1	1	1	-5
C=CCc1cccc2cc(C(=O)Nc3ccc(CC(=O)O)cc3)c(=O)oc12	0.5	1	-2	0.9	3	11	-7	1	1	-3
CCC(Sc1nc2cc(OC)c(OC)cc2c(=O)n1CCc1ccc(OC)c(OC)c1)C(=O)NCCOC (stereo unspecified)	1	1	-4	1	-6	2	-10	1	1	-3
CCS(=O)(=O)C1=NN2C(=N)/C(=C\c3ccc(SCc4ccco4)o3)C(=O)N=C2S1	1	0.9	14	0.4	3	57*	9	1.3	1.1	-4
COc1cnc(-c2ccccn2)nc1Oc1ccc(Cl)cc1	1	1	-2	1.2	18	-16	5	0.9	1	-1
Cc1c(Cl)cccc1NC(=S)NCc1cccs1	1.1	1	-4	1	6	1	-13	0.9	1	0
COc1ccc2[nH]c3c(=O)n4c(nc3c2c1)SCC4	1	1.1	-6	0.9	-5	13	-8	0.9	1	-5
Cc1ccc(S(=O)(=O)NCC(=O)OCC(=O)c2cccs2)cc1	1	1	-4	1	1	4	-7	0.9	0.9	-2
CC1(c2ccccc2)NC(=O)N(CC(=O)Nc2cc(S(=O)(=O)N3CCOCC3)ccc2Cl)C1=O (stereo unspecified)	1.1	1.1	-6	0.9	10	15	-6	1	1	1
Cc1ccc(NC(=O)CSC(C)C(=O)NCCc2ccccn2)cc1 (stereo unspecified)	1.1	1	-3	1.1	4	-10	-12	1.1	1	-1
(list continues)
SMILES	FLuc stim CS	TNAP act hiacc	TNAP inh hiacc	Diaph act CS	G6PDH CS	Diaphorase inh	TNAP inh noacc	PMI activator	PMI act satM6P	HMGR II inh
CC(C)CC(=O)N1CCN(S(=O)(=O)c2ccc(Cl)cc2)CC1	1.1	1.1	-8	1	10	-2	-14	0.8	0.6	-2
CC(C)(C)OC(=O)NC(=NCCCc1cn(CC(=O)N2CCN(C(=O)OC(C)(C)C)CC2)nn1)NC(=O)OC(C)(C)C	1	1	1	1	7	4	-4	1	1	0
O=C(Cc1ccc(F)cc1)Nc1ccccc1Sc1ccccc1	1	1	-1	0.9	-6	13	-7	0.8	0.9	-2
CCCCOCCCn1c(-c2ccco2)nc2nc3ccccc3nc21	1	0.9	5	0.8	5	17	-5	1.2	1.6	-4
COc1ccc(OC)c(NC(=O)c2ccc(NS(=O)(=O)c3c(C)noc3C)cc2)c1	1.1	1.1	-8	0.8	11	15	-14	0.9	0.9	1
O=C(O)CCSc1nc2ccc(Br)cc2[nH]1	1	1	-5	1	2	-4	-3	1	1.1	2
Cc1ccc(C(=O)Nc2ccc(-c3csc(C)n3)cc2)cc1	0.8	1	2	1	-7	5	-6	1	1	3
CCOc1ccc(-n2c(=O)[nH]cc(C(=O)N3CCc4ccccc43)c2=O)cc1	1	1	1	0.9	6	6	-3	0.9	0.9	-3
CC(C)(C)NC(=O)CN(C(=O)C(=O)Nc1ccc2c(c1)OCCO2)C(C)(C)C	1	1.1	-6	1	8	2	-8	1	1	-2
CC(C)c1nc2oc3c(=O)[nH]cnc3c2c2c1CCC2	1	1	-2	0.6	0	38	-9	1	0.9	-4
COc1ccc(C(=O)Nc2ccc(N3CCOCC3)cc2)cc1OC	0.9	1.1	-6	0.8	3	15	-17	1	0.9	-1
N#C/C(=C\c1ccccc1[N+](=O)[O-])c1nc(C2CC2)cs1	1	1	1	0.8	4	20	-5	0.8	0.8	0
Cc1ccc(C(=O)n2cnnc2N)cc1C	1.1	1	-3	0.9	12	6	-4	1	1	-4
CCOC(=O)C(Cc1ccccc1)NS(=O)(=O)c1ccc(NC(C)=O)cc1 (stereo unspecified)	1.1	1.1	-5	1	0	4	-12	1	1	-6
O=C(Cn1cnc2c(cnn2-c2ccc(F)cc2)c1=O)N1CCCc2ccccc21	1	1	-2	0.9	14	15	-5	0.9	1	3
COc1ccc(CN2C(=O)CCCc3ccccc32)cc1	1	1	-2	1	3	0	-2	1	1	-1
Cc1cccnc1NC(=O)C1c2ccccc2Oc2ccccc21	1	1	-3	1	3	-5	-10	1.1	1.1	-1
Cc1onc(-c2ccccc2Cl)c1C(=O)OCC(=O)c1ccccc1	1	1	-4	1	1	0	-10	0.8	0.9	0
CN(C)S(=O)(=O)c1ccc(C(=O)NCC(=O)N/N=C/c2cccs2)cc1	1	1	0	1.1	4	-8	-4	1.1	1	-1
C=CCn1c(Cc2cccs2)nnc1SCC(=O)Nc1ccc(OC)c(OC)c1	1	1	-4	0.9	-16	6	-14	0.9	1	-1
Cc1cc(-c2ccccc2)[nH]c(=O)c1S(=O)(=O)c1ccc(Cl)cc1	1	1	-2	1	-1	1	-4	0.9	1.1	1
COc1cc(OC)cc(-c2nnc(Sc3ccc(C=O)cc3[N+](=O)[O-])o2)c1	1	1	-2	0.8	1	15	-7	0.9	1	0
COc1ccccc1NC(=O)CC(NC1CCCCC1)C(=O)O (stereo unspecified)	1.1	1	-2	1	-5	1	3	0.9	0.9	-8
CC(=O)/C(C(=N)N1CCN(C(c2ccccc2)c2ccccc2)CC1)=C(\C)O	1.1	1.1	-6	0.9	8	10	-11	1	1	-10
CN(Cc1ccccc1)C(=O)COC(=O)C1CCN(S(=O)(=O)c2cccs2)CC1	1	1	-1	1	9	3	-7	1	1	2
Cc1ccc2[nH]c(=O)c(CN(Cc3cccs3)C(=S)NCC3CCCO3)cc2c1 (stereo unspecified)	1.1	1	0	0.8	-16	17	14	1	1	-4
CCSc1ccc2cc(OC)ccc2[n+]1CC	0.9	1	1	1.1	-3	-8	5	0.8	1.8	-2
CCOC(=O)c1ccc(-n2ccnc2)c(NC(=O)c2ccc(C(C)(C)C)cc2)c1	1	1	2	0.9	-2	6	6	1	1	-1
CCCn1c(C)cc(C(=O)CSc2nc3ccccc3c(=O)n2Cc2ccco2)c1C	1	1	4	0.8	-5	17	2	1	1	0
